NALP3 yeast inh: blocks the NALP3 inflammasome reconstituted in yeast. AID 2825. inhibition, % at 10 µM. 330,000 compounds, 0.39% hits. Yeast reconstituted NLRP3/ASC/caspase-1, beta-gal luminescence, 24 h;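 active = inhibition of 50% or more; inactive = inhibition below 50%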;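 note: plate controls were induced DMSO wells for no effect and uninduced yeast grown without galactose for full effect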
APOBEC3G inh: inhibitors of human APOBEC3G DNA deaminase | recombinant A3G, ssDNA deamination FAM/TAMRA fluorescence | inhibition, % at 20 µM | 330,000 compounds, 0.28% hits | Q9HC16;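 active = inhibition of at least 40% at 20 µM, with no more than 30% in the related APOBEC3A deaminase screen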;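 note: plate controls were DMSO wells with A3G for no effect and wells lacking A3G enzyme for full effect; some compounds called inactive have numbers as strong as hits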
Target sequence (Q9HC16 whole entry, looked up): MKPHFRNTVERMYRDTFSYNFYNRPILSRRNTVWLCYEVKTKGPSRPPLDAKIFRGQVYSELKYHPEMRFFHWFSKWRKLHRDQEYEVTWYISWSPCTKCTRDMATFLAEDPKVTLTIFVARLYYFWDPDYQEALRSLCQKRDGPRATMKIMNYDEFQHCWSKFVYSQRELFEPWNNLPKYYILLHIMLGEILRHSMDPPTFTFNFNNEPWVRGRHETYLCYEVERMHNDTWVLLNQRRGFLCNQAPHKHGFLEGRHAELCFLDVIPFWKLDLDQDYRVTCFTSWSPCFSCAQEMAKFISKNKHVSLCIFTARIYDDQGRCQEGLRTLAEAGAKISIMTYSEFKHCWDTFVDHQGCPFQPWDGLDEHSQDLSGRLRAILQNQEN
hIAP inh: blocks human intestinal alkaline phosphatase. AID 2544. P09923. inhibition, % at 10 µM. purified IAP, CDP-Star luminescence, 30 min. 330,000 compounds, 0.12% hits;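 active = inhibition reaching a set limit with compound at 10 µM in the primary screen, cut at about 35% in these data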;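 note: plate controls were DMSO wells with enzyme for no effect and no-enzyme buffer wells for full effect; values of inactives mirror those of a sister screen read the other way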
SENP1 inh: SENP1 (human) catalytic domain inhibition; AID 624204; inhibition, % at 10 µM; Q9P0U3; 360,000 compounds, 0.21% hits; recombinant SENP1 catalytic domain, CyPet-SUMO1-YPet FRET cleavage;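 active = inhibition at least 30% at 10 µM, raw YFP signal under a set limit, fluorescence ratio 0.5 to 1.5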;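 note: 0% = enzyme with DMSO and 100% = no enzyme wells; some results filed as inactive read as strong as hits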
Target sequence (Q9P0U3 419-644 limits assumed): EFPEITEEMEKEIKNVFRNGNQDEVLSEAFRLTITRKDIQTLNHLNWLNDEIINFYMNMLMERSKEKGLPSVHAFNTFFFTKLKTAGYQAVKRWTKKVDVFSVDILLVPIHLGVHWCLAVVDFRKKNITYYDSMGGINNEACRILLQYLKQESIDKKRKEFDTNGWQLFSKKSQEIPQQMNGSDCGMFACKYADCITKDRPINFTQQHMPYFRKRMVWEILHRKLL
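System: Recombinant human SENP1 catalytic domain, His6-tagged | Incubation: Enzyme reaction for 50 min at room temperature, dark | Medium: Tris pH 8 with BME, BSA, NP40 and catalase | Also added: 25 nM SUMO1 FRET substrate | Compound: 10 µM single point, 0.5% DMSO | Measured by: FRET fluorescence in CFP and YFP emission channels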
mIAP activ: mouse IAP activation; muIAP, CDP-Star luminescence, 30 min; stronger effect = higher value; 1 = vehicle-only enzyme signal, 0 = enzyme-free wells; activation factor at 10 µM; 330,000 compounds, 0.24% hits; AID 2805;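 active = activation factor of at least 2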; note: the source names both 10 and 20 µM as test concentration; values of inactives mirror those of a sister screen read the other way
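Assay system: mouse IAP enzyme / Compound: DMSO-dissolved test compounds / Timing: 30 min, room temperature / Measured by: luminescence from enzymatic CDP-Star hydrolysis / Control set: DMSO-only wells, enzyme-free buffer wells as negative control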
A3A deaminase: blocks human APOBEC3A ssDNA deamination | recombinant A3A, FAM/TAMRA ssDNA deamination fluorescence | inhibition, % at 20 µM | 330,000 compounds, 0.41% hits | AID 493011 | P31941;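 active = at least 40% inhibition at 20 µM here, with at most 30% in a related deaminase screen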;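 note: plate controls were A3A with DMSO for no effect and wells lacking A3A enzyme for full effect; some results filed as inactive read as strong as hits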
Target sequence (P31941 whole entry, looked up): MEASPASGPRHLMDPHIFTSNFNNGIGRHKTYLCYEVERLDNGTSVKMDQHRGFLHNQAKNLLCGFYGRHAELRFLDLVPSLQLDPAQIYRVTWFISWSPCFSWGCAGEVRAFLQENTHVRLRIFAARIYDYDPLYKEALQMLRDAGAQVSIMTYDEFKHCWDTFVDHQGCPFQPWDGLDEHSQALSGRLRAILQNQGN
MIN6 prolif: inducers of beta-cell replication in MIN6 cells | MIN6 cells proliferation, ATPlite luminescence, 48 h; cells starved in 0.2% serum; 100% = growth in 10% serum | proliferation, % at 10 µM | 330,000 compounds, 0.29% hits;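 active = compounds whose signal lies at least 3.5 SD above the mean of all wells on their plate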;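 note: 0% = DMSO-treated cells in low-serum medium and 100% = 10% serum control; some compounds called inactive have numbers as strong as hits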
hIAP activ: increases human intestinal alkaline phosphatase activity. P09923. purified human IAP, CDP-Star luminescence, 30 min; stronger effect = higher value; 1 = vehicle-only enzyme, 0 = enzyme-free background. activation factor at 10 µM. 330,000 compounds, 0.16% hits. AID 2524;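 active = activation factor of the enzyme at least 2-fold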; note: the source names both 10 and 20 µM as test concentration; values of inactives mirror those of a sister screen read the other way
mIAP block: mouse IAP inhibition. 330,000 compounds, 0.2% hits. purified mouse IAP, CDP-Star luminescence, 30 min. inhibition, % at 10 µM;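 active = inhibition of at least 40% at 10 µM in the primary screen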;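 note: plate controls were DMSO with enzyme for no effect and no enzyme wells for full effect; values of inactives mirror those of a sister screen read the other way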
Numbers without * were called inactive; / = no result given. Only part of the results is shown (hit frequency here may not be typical).

The opening 4 records (preview)
SMILES | NALP3 yeast inh | APOBEC3G inh | hIAP inh | SENP1 inh | mIAP activ | A3A deaminase | MIN6 prolif | hIAP activ | mIAP block
Cc1nnc2c(N(C)S(=O)(=O)c3ccccc3)nc3ccccc3n12 | 10 | -8 | 3 | 1 | 0.94 | -5 | 6 | 0.97 | 6
O=C(NC1Cc2ccccc2C1)c1cc(COc2cccc(C(F)(F)F)c2)on1 | 1 | -4 | 6 | 0 | 0.92 | -4 | -3 | 0.94 | 8
COc1cc(OC)cc(-c2nc3ccccc3c(=O)n2OC(=O)c2ccc(Br)cc2)c1 | 18 | 2 | -13 | 2 | 0.92 | 7 | 0 | 1.1 | 8
C=CCN1C(=O)OC2(CCCCC2)C1(C)O (stereo not given) | -3 | -1 | -2 | 0 | 0.98 | 1 | -1 | 1 | 2

Main list, repeating the preview:
SMILES | NALP3 yeast inh | APOBEC3G inh | hIAP inh | SENP1 inh | mIAP activ | A3A deaminase | MIN6 prolif | hIAP activ | mIAP block
Cc1nnc2c(N(C)S(=O)(=O)c3ccccc3)nc3ccccc3n12 | 10 | -8 | 3 | 1 | 0.94 | -5 | 6 | 0.97 | 6
O=C(NC1Cc2ccccc2C1)c1cc(COc2cccc(C(F)(F)F)c2)on1 | 1 | -4 | 6 | 0 | 0.92 | -4 | -3 | 0.94 | 8
COc1cc(OC)cc(-c2nc3ccccc3c(=O)n2OC(=O)c2ccc(Br)cc2)c1 | 18 | 2 | -13 | 2 | 0.92 | 7 | 0 | 1.1 | 8
C=CCN1C(=O)OC2(CCCCC2)C1(C)O (stereo not given) | -3 | -1 | -2 | 0 | 0.98 | 1 | -1 | 1 | 2
CCOC(=O)C1CCN(c2c(NCCCN(CC)Cc3ccccc3)c(=O)c2=O)CC1 | 10 | 0 | -42 | -1 | 0.97 | 3 | -2 | 1.4 | 3
Cc1ccccc1C(=O)NNC(=S)NC(=O)c1ccccc1 | 25 | 2 | -18 | 0 | 0.92 | 6 | 0 | 1.2 | 8
COc1ccc(S(=O)(=O)N(C)C[C@H]2Oc3c(NC(=O)Nc4c(C)noc4C)cccc3C(=O)N([C@@H](C)CO)C[C@H]2C)cc1 | 9 | -3 | -10 | 3 | 1.1 | 0 | 5 | 1.1 | -10
CC(C)c1ccccc1NC(=O)CCc1nc2ccccc2s1 | 5 | -3 | -5 | 1 | 1.1 | 0 | -2 | 1 | -6
COc1ccccc1C(=O)NCc1nnc(SCC(=O)Nc2nccs2)n1C | -3 | -5 | -4 | 2 | 1 | -1 | 1 | 1 | -4
COCCn1c(SCC(=O)Nc2cccc(F)c2)nc2c(c1=O)SCC2 | 2 | -2 | -8 | -3 | 0.94 | -5 | 3 | 1.1 | 6
Cc1[nH]n(-c2ccccc2)c(=O)c1C(=O)c1ccc([N+](=O)[O-])cc1 | 17 | -7 | -1 | 1 | 0.97 | -2 | -2 | 1 | 3
Cc1ccc(S(=O)(=O)c2c(O)c3ccc(C(=O)O)cc3[nH]c2=O)cc1 | 6 | -6 | -9 | -2 | 0.89 | 0 | -5 | 1.1 | 11
C/C(=N\N=C1\NC(=O)C(CC(=O)Nc2ccc(Cl)cc2)S1)c1ccco1 (stereo not given) | 14 | -5 | 8 | 3 | 1 | -3 | -4 | 0.92 | 0
O=[N+]([O-])c1ccc(N2CCN(c3ccc([N+](=O)[O-])cc3CO)CC2)c(CO)c1 | 9 | -12 | 13 | 0 | 0.94 | -5 | 0 | 0.87 | 6
CN(C)CCCNC(=O)C[C@H]1C[C@H](C(=O)N2CCOCC2)[C@@]2(C)c3[nH]c4cc(CCC(=O)N(C)C)ccc4c3CCN2C1=O | / | -3 | / | 1 | 1.1 | 1 | / | / | -11
Cc1cc(/C=N/Nc2ccc([N+](=O)[O-])cn2)c(C)n1-c1ccc(C(=O)O)cc1 | 28 | 7 | 20 | -2 | 0.88 | 7 | 3 | 0.8 | 12
COC(=O)c1cccc(C23CC4(C2)[C@H](CN(C)[C@@H]4c2ccccc2)C3c2ccc(C(F)(F)F)cc2)c1 (stereo not given in full) | 15 | 2 | 14 | 0 | 0.99 | 0 | -8 | 0.86 | 1
Cc1ccc(C(=O)CSc2nnc(-c3ccccc3)n2-c2ccccc2)o1 | -16 | -2 | 13 | 0 | 0.96 | -2 | 1 | 0.87 | 4
CC1CCN(S(=O)(=O)c2cccc(S(=O)(=O)N3CCCC3)c2)CC1 | 12 | -10 | 0 | 0 | 0.99 | -4 | 1 | 1 | 1
Cc1ccccc1N=C1SCCN1C(=O)CN1C(=O)NC2(CCCC2)C1=O | 8 | -10 | 0 | 2 | 0.94 | 1 | -3 | 1 | 6
COc1ccc(CCNS(=O)(=O)CCNC(=O)c2ccccc2)cc1 | 12 | 8 | 12 | 1 | 1.1 | 3 | 1 | 0.88 | -8
O=C(CSc1nnc(NC(=O)c2ccc3c(c2)OCO3)s1)NCc1ccco1 | -3 | -3 | -7 | 1 | 1 | 88* | -6 | 1.1 | -3
Cc1ccc(NC(=O)CCc2c(C)nn(-c3ccc(N4CCCCC4)nn3)c2C)cc1 | 6 | 3 | -4 | 1 | 1 | 0 | 0 | 1 | -3
O=C(O)c1ccc(-c2ccccc2Cl)o1 | 14 | -1 | -2 | 1 | 0.86 | -2 | 0 | 1 | 14
COC(=O)c1cccc(C#CC(NP(=O)(c2ccccc2)c2ccccc2)c2ccccc2)c1 (stereo not given) | 19 | -6 | 16 | -1 | 0.98 | 0 | -9 | 0.84 | 2
CC(CNc1nc2ccccc2n2cnnc12)c1ccccc1 (stereo not given) | 8 | -4 | 3 | -18 | 1 | -3 | -1 | 0.97 | -2
Cc1cc(C(C)(C)C)oc1C(=O)N(CC(=O)NC1CCCC1)c1ccc(F)cc1 | 3 | -6 | -21 | -1 | 1.2 | -4 | -3 | 1.2 | -18
O=C(NCCCn1ccnc1)C(=O)NCC(c1ccco1)N1CCN(c2ccccc2)CC1 (stereo not given) | 2 | 5 | -12 | -1 | 1.1 | 4 | 0 | 1.1 | -14
Cc1nn(CC(=O)N(C)C2CCS(=O)(=O)C2)c(C)c1S(=O)(=O)N(C)C (stereo not given) | 4 | -7 | 8 | 0 | 0.98 | -4 | -1 | 0.93 | 2
CCn1c(SCC(=O)Nc2cccc(OC)c2)nc2ccccc2c1=O | 21 | 11 | 0 | 1 | 1 | 5 | -2 | 1 | -2
CC(=O)c1c(N2CCOCC2)nc2ccc(Cl)cc2c1-c1ccccc1 | 19 | -7 | 6 | 5 | 0.96 | -3 | -3 | 0.94 | 4
CCOc1ccc(C(CCc2ccccc2)NC(=O)c2ccccc2F)cc1OCC (stereo not given) | 9 | -3 | -2 | 0 | 1.1 | 10 | -2 | 1 | -13
Cc1nc2ccccn2c1/C(O)=C1\C(=O)C(=O)N(CCN2CCOCC2)C1c1ccncc1 (stereo not given) | 5 | -2 | 9 | -34 | 0.99 | -2 | 1 | 0.91 | 1
COc1ccc(Nc2cc(Cl)ccc2C(=O)O)cn1 | 1 | -3 | 2 | -13 | 0.95 | 4 | -3 | 0.98 | 5
COc1ccc(CC(=O)NC(c2ccccc2)c2ccccc2)cc1S(=O)(=O)N1CCOCC1 | 4 | -5 | 10 | -1 | 1.2 | -4 | 0 | 0.9 | -21
O=C(CN1CCCN(S(=O)(=O)c2ccc(F)cc2)CC1)Nc1c(Cl)cccc1Cl | 8 | -6 | 2 | 2 | 0.96 | -4 | -1 | 0.98 | 4
O=C(CN1CCN(S(=O)(=O)c2ccc(Br)cc2)CC1)N/N=C/c1ccc(Cl)c([N+](=O)[O-])c1 | 4 | -5 | 8 | 1 | 0.98 | 1 | -6 | 0.92 | 2
COc1ccc(C(C(=O)NC2CCCCC2)N(CC2CCCO2)C(=O)C2COc3ccccc3O2)cc1OC (stereo not given) | 1 | -8 | -28 | 3 | 1.3 | -2 | -3 | 1.3 | -26
Clc1ccccc1Cn1nnc(-c2ccccc2)n1 | -13 | -7 | -2 | 0 | 1 | -2 | -1 | 1 | 0
COc1ccc(COCC(O)CN2CCC(CN3C(=O)c4cccc5cccc(c45)C3=O)CC2)cc1OC (stereo not given) | 4 | 2 | 5 | 3 | 0.9 | 4 | -2 | 0.95 | 10
Cc1ccc(S(=O)(=O)NNC(=O)Nc2cccc3ccccc23)cc1 | 16 | -3 | 1 | 1 | 1 | 6 | 0 | 0.99 | -2
COc1ccc(-n2c(=O)n(Cc3ccccc3)c(=O)c3[nH]cnc32)cc1 | 3 | -5 | -12 | 0 | 1 | 1 | -2 | 1.1 | -2
COC(=O)c1ccc(Cn2c(O)c(N=O)c3ccccc32)o1 | 19 | 0 | 13 | 0 | 0.93 | 0 | -1 | 0.87 | 7
O=C(NCCc1ccccc1)c1ccccc1SCC(=O)N1CCCC1 | 24 | -5 | -6 | -4 | 0.94 | 0 | 2 | 1.1 | 6
O=C(CSc1ccccc1F)NNC(=O)c1cncc(Br)c1 | 13 | -5 | 15 | 2 | 0.95 | -3 | 1 | 0.85 | 5
COc1ccc(C2(C)NC(=O)N(CC(=O)c3cc(C)n(C4CC4)c3C)C2=O)cc1OC (stereo not given) | 22 | -11 | 10 | -3 | 1 | -3 | -6 | 0.9 | -4
CC(=O)Nc1sc(-c2ccc(Cl)cc2)nc1-c1ccccc1 | 18 | 4 | -6 | -2 | 0.94 | 1 | 1 | 1.1 | 6
O=C(NC1CCCCC1)C(c1ccccc1F)N(C(=O)c1csnn1)C1CCCC1 (stereo not given) | -9 | -2 | -2 | 2 | 1.1 | 3 | -3 | 1 | -7
CC1CCN(CCCNC(=O)CN2C(=O)CSc3ccc(S(=O)(=O)N4CCCCC4)cc32)CC1 | -4 | -5 | 11 | -1 | 0.94 | -5 | 1 | 0.89 | 6
CCN(CC)C(=O)CC(c1ccc2c(c1)OCO2)c1c(OC)cc(OC)c2c(-c3ccccc3)cc(=O)oc12 (stereo not given) | 11 | -5 | 23 | -10 | 0.96 | 0 | -8 | 0.77 | 4
CCCC(=O)NC(=S)Nc1ccccc1F | 13 | -11 | 6 | 0 | 1 | -4 | -1 | 0.94 | -2

Single records, from the list above. Values in the order: NALP3 yeast inh	APOBEC3G inh	hIAP inh	SENP1 inh	mIAP activ	A3A deaminase	MIN6 prolif	hIAP activ	mIAP block
`COc1ccc(COCC(O)CN2CCC(CN3C(=O)c4cccc5cccc(c45)C3=O)CC2)cc1OC` (stereo not given) in the list: 4	2	5	3	0.9	4	-2	0.95	10
`COc1ccc(C2(C)NC(=O)N(CC(=O)c3cc(C)n(C4CC4)c3C)C2=O)cc1OC` (stereo not given) in the list: 22	-11	10	-3	1	-3	-6	0.9	-4

Bioassay records from PubChem BioAssay.
